EPAC2 ag = activates human EPAC2 exchange factor. Q8WZA2. EPAC2 activation, biochemical qHTS; response scale: 100% = 6.5 mM cAMP response. Potency, µM (series often up to 154 µM), inactives show at the highest dose activation, usual class: activators. actives 0.079% (n = 360,000); also: potency is read from the fitted curve at half-maximal effect; nearly all actives have a fitted effect of over 50% in size
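Fluorescence exchange assay: 100 nM EPAC2 with 250 nM RAP1B-BODIPY-GDP and 50 uM GDP; compounds tested as a concentration-titration series (qHTS). Loss of Rap1-bound BODIPY-GDP fluorescence read at 480/540 nm; data normalized to 6.5 mM cAMP.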
aSyn rescue = rescues yeast growth from alpha-synuclein toxicity; Potency, µM (top dose mostly 46.1 µM), without a hit: top-dose growth rescue (activation), actives largely listed as activators; actives 0.14% (n = 370,000); Yeast expressing alpha-synuclein, growth rescue, BacTiter-Glo, 24 h; AID 652106; also: potency is read from the fitted curve at half-maximal effect; % of control where 0% means no effect; nearly all actives have a fitted effect of over 65% in size
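Galactose-induced alpha-syn yeast (OD600=0.02, raffinose-pregrown) + pinned cpd, 24 hr, 30 deg C; growth by BacTiter-Glo luminescence. Growth restoration scores as activation.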
Abeta rescue = A-beta toxicity reversal in yeast. Potency, µM (highest dose often 46.1 µM), for the others: top-dose growth rescue, actives largely listed as activators. actives 0.063% (n = 410,000). yeast expressing A-beta42, growth rescue, OD600, 48 h; response scale: 0% DMSO, 100% iron-clioquinol control; also: potency is read from the fitted curve at half-maximal effect; nearly all actives have a fitted effect of over 55% in size
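Yeast growth medium received pinned compounds, then yeast cells expressing toxic A-beta were added; plates incubated at 30 C for 48 hr. Growth read as absorbance at 600 nm, normalized to DMSO and equimolar FeCl3 plus clioquinol controls.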
D3 ag = D3 dopamine receptor (human) agonism; P35462; D3R DiscoveRx beta-arrestin cells, luminescence, 90 min; max activation, %; actives 0.58% (n = 410,000); AID 652048; in the data active = max activation above about 30%; also: 0% is about no effect; mostly tested at two doses, the higher about 12 µM
Target sequence (P35462 whole entry, looked up): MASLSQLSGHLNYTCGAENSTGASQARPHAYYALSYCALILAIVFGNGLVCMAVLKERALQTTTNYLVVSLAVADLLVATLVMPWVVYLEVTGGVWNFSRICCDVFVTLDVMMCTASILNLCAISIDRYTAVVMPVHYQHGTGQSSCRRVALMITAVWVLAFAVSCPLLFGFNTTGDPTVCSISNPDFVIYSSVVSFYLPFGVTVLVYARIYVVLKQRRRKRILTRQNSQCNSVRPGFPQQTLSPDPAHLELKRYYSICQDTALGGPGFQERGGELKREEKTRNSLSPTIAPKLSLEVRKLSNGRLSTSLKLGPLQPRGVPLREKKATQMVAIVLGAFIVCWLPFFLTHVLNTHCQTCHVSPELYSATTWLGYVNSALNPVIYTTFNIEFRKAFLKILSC
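Cells at 1500/well, incubated overnight, then treated with pinned compounds (dopamine as control) for 90 min at 37 degrees C. DiscoveRx reagent added for 30 - 60 minutes at room temperature; luminescence read.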
EPAC2 antagonist = antagonists of human EPAC2; Q8WZA2; actives 0.18% (n = 360,000); Potency, µM (doses to about 114 µM), for the others: top-dose activity, negative = inhibition, hits mostly inhibitors; AID 720708; EPAC2 GEF exchange of Rap1B-BODIPY-GDP, fluorescence; also: potency is read from the fitted curve at half-maximal effect; % is scaled to controls: 0 for no effect and ±100 for the full control effect; nearly all actives have a fitted effect of over 45% in size; many of its hits are not listed in these tables
D3 antag = D3 dopamine receptor (human) antagonism; P35462; D3R cells, DiscoveRx beta-arrestin luminescence, antagonist mode; hits give low values; max response, negative = inhibition, %; actives 2.5% (n = 360,000); AID 652054; in the data active = max response below about -50%; inconclusive = no clear call, values can overlap the other calls; also: % is scaled to controls: 0 for no effect and ±100 for the full control effect; mostly tested at two doses, the higher about 12 µM
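Cells expressing the human receptor were seeded at 1500 cells/well, incubated overnight at 37 degrees C in 5% CO2, then exposed to library compounds with dopamine controls for 90 minutes at 37 degrees C before luminescent detection.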
TDP43 rescue = TDP-43 toxicity inhibition in yeast. TDP-43 expressing yeast growth rescue, BacTiter-Glo, 24 h. Potency, µM (series often up to 46.1 µM), without a hit: at the highest dose growth rescue (activation), actives largely listed as activators. actives 1.8% (n = 410,000). AID 652104; also: potency is read from the fitted curve at half-maximal effect; % of control where 0% means no effect; nearly all actives have a fitted effect of over 50% in size
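Galactose-induced TDP-43 yeast, OD600=0.02, compound pinned; 24 hr, 30 deg C; BacTiter-Glo luminescence for growth. Inhibitors of TDP-43 toxicity read as activators.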
FUS suppressor = suppressors of FUS proteinopathy in yeast. S. cerevisiae FUS-expressing, growth rescue, OD600, 24 h. Potency, µM (series often up to 76.6 µM), for the others: at the highest dose growth rescue (activation), most hits filed as activators. actives 0.24% (n = 390,000);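 also: potency is read from the fitted curve at half-maximal effect; plate controls were DMSO vehicle for no effect and reference control for full effect; nearly all actives have a fitted effect of over 55% in size; some results filed as inactive show a strong effect at the top dose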
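Yeast expressing FUS under galactose induction, OD 0.005 in 2% galactose medium; compounds in a dilution series, 24 h at 30C. Growth rescue by absorbance at 600 nm; CP55940 positive control, DMSO negative.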
An asterisk follows results filed as active; [ ] = another dose, or the depositor's remark. Unless noted, calls follow the shape of the dose curve; as a rule, active = well fitted curve in the direction sought with a large enough effect; inconclusive = small, poorly fitted or top-dose-only effect, or another doubt; inactive = no such curve, though single readings can be large; an effect the other way counts as inactive or inconclusive. These rows are one share of the data. The share of hits here may be higher or lower than overall.

How did O=C(C1=C[C@H](C2CCCCC2)C[C@H](OCc2ccc(CO)cc2)O1)N1CCN(Cc2ccccc2)CC1 do in these assays?
EPAC2 ag: 9%; aSyn rescue: 0%; Abeta rescue: 1%; D3 ag: -18; EPAC2 antagonist: 1%; D3 antag: -1; TDP43 rescue: -4%; FUS suppressor: 28%

Results for CC1CCN(S(=O)(=O)c2nnc(NC(=O)c3ccc(C(C)C)cc3)s2)CC1 ?
Abeta rescue: -6%; D3 ag: 5; TDP43 rescue: 6%[9.22 µM]; FUS suppressor: -12%

What do the screens show for `CCOc1nc(NC2CCCCC2)nc(NC(C)(C)C)n1`?
EPAC2 ag: 5%; aSyn rescue: -24%; Abeta rescue: -9%; D3 ag: -3; EPAC2 antagonist: -9%; D3 antag: -29; TDP43 rescue: -19%; FUS suppressor: 21%

What do the screens show for `CCOC(=O)c1cn(Cc2cccc(Cl)c2)nn1`?
EPAC2 ag: -2%; aSyn rescue: 13%; Abeta rescue: 7%; D3 ag: 6; EPAC2 antagonist: 8%; D3 antag: 1; TDP43 rescue: inconclusive

Results for O=C(Cn1cncn1)NCc1cccc(C(F)(F)F)c1 ?
EPAC2 ag: 3%; aSyn rescue: -1%; Abeta rescue: -4%; D3 ag: -4; EPAC2 antagonist: 4%; D3 antag: 4; TDP43 rescue: 9%; FUS suppressor: -20%

What do the screens show for `CC(C)c1ccc(NC(=O)Cn2c(=O)oc3cccnc32)cc1`?
EPAC2 ag: 11%; aSyn rescue: -21%; Abeta rescue: -5%; D3 ag: -2; EPAC2 antagonist: 1%; D3 antag: -4; TDP43 rescue: 3%; FUS suppressor: 10%

What do the screens show for `Cn1nc(C(F)(F)F)cc1-c1ccc(/C=C(\C#N)C(=O)c2ccccc2)s1`?
EPAC2 ag: -10%; aSyn rescue: -1%; Abeta rescue: -2%; D3 ag: 0; EPAC2 antagonist: 18%; D3 antag: -15; TDP43 rescue: -18%[1.82 µM]; FUS suppressor: 1%

How did C=CCN(c1ccc(Cl)cc1)S(=O)(=O)c1cccc(C(=O)OCC(=O)N(C)C)c1 do in these assays?
EPAC2 ag: 5%; aSyn rescue: 1%; Abeta rescue: -6%; D3 ag: 2; EPAC2 antagonist: -11%; D3 antag: 0; TDP43 rescue: -3%; FUS suppressor: inconclusive

How did COc1ccc(OC)c(Nc2ccc(Nc3cc(OC)ccc3OC)nn2)c1 do in these assays?
EPAC2 ag: 13%; aSyn rescue: -2%; Abeta rescue: 15%; D3 ag: -10; EPAC2 antagonist: -4%; D3 antag: 4; TDP43 rescue: 9%; FUS suppressor: 34%

How did CSc1nnc(Cn2c(=O)sc3ccccc32)n1C do in these assays?
EPAC2 ag: 6%; aSyn rescue: -1%; Abeta rescue: 3%; D3 ag: 3; EPAC2 antagonist: 2%; D3 antag: 1; TDP43 rescue: 4%; FUS suppressor: -23%

Results for Cc1cc(C)nc(/N=C(\N)Nc2ccc(F)c([N+](=O)[O-])c2)n1 ?
EPAC2 ag: 6%; aSyn rescue: 0%; Abeta rescue: 17%; D3 ag: -4; EPAC2 antagonist: -5%; D3 antag: 0; TDP43 rescue: -14%; FUS suppressor: 11%

How did COc1ccccc1C(=O)NCC[N+](C)(C)C do in these assays?
EPAC2 ag: 1%; aSyn rescue: inconclusive; Abeta rescue: -10%; D3 ag: 4; EPAC2 antagonist: 9%; D3 antag: -4; TDP43 rescue: 7%; FUS suppressor: -24%

Results for CC1=C(C(=O)Nc2ccc(C)cc2C)C(c2ccc(C(C)C)cc2)n2nc(C(F)(F)F)nc2N1 (stereo not given) ?
Abeta rescue: -9%; D3 ag: 2; TDP43 rescue: 9%; FUS suppressor: 1%

Results for Cc1nn(-c2ccc(Cl)cc2)c2[nH]c(CCl)cc(=O)c12 ?
EPAC2 ag: 4%; aSyn rescue: -48%[inhibitor]; Abeta rescue: -91%[inhibitor]; D3 ag: 5; EPAC2 antagonist: 2%; D3 antag: 5; TDP43 rescue: -94%[inhibitor]; FUS suppressor: 35%

What do the screens show for `O=[N+]([O-])c1ccc(-c2c[nH]c(=S)[nH]2)cc1`?
EPAC2 ag: 4%; aSyn rescue: 1%; Abeta rescue: 6%; D3 ag: -3; EPAC2 antagonist: -1%; D3 antag: 10; TDP43 rescue: 21%; FUS suppressor: 0%

How did COc1ccc(NC(=O)CCC(=O)OCC(=O)c2ccc(Oc3ccc([N+](=O)[O-])cc3)cc2)cc1 do in these assays?
EPAC2 ag: 0%; aSyn rescue: -2%; Abeta rescue: 3%; D3 ag: 6; EPAC2 antagonist: 0%; D3 antag: -7; TDP43 rescue: 10%; FUS suppressor: 1%

How did Cc1ccc(C(=O)OCC(=O)Nc2sc3c(c2C#N)CCCC3)cc1NC(=O)c1ccco1 do in these assays?
EPAC2 ag: 5%; aSyn rescue: 2%; Abeta rescue: -11%; D3 ag: 0; EPAC2 antagonist: -1%; D3 antag: 15; TDP43 rescue: 13%; FUS suppressor: 40%

Results for Cc1cccc(Nc2nnc(SC/C(O)=C(\C#N)c3nc4ccccc4[nH]3)s2)c1 ?
EPAC2 ag: -1%; aSyn rescue: -6%; Abeta rescue: 1%; D3 ag: 6; EPAC2 antagonist: 2%; D3 antag: 23; TDP43 rescue: 19%; FUS suppressor: inconclusive

How did CCOc1ccccc1C(=O)Nc1nnc(SCC(=O)Nc2cc(C)on2)s1 do in these assays?
EPAC2 ag: 1%; aSyn rescue: 0%; Abeta rescue: 9%; D3 ag: 0; EPAC2 antagonist: -2%; D3 antag: 0; TDP43 rescue: 4%; FUS suppressor: -2%

Results for O=S(Cc1cc(Sc2ccccc2)nc(-c2ccccc2)n1)c1ccccc1 (stereo not given) ?
EPAC2 ag: 18%; aSyn rescue: 19%; Abeta rescue: 0%; D3 ag: -2; EPAC2 antagonist: -16%; D3 antag: -14; TDP43 rescue: 6%; FUS suppressor: 28%

How did COc1cc2c(cc1OC)C(c1ccc(F)cc1)N(c1ccc(F)cc1)C(=O)C2 (stereo not given) do in these assays?
Abeta rescue: -20%; D3 ag: -18; TDP43 rescue: 13%; FUS suppressor: 23%

What do the screens show for `CCOC(=O)c1cnc2c(C)c(Cl)ccc2c1NCCc1ccc(OC)c(OC)c1`?
Abeta rescue: -17%; D3 ag: -4; TDP43 rescue: 16%; FUS suppressor: 13%

What do the screens show for `CC(Oc1ccc(Cl)cc1Cl)C(=O)Nc1cccnc1` (stereo not given)?
EPAC2 ag: 3%; aSyn rescue: -24%; Abeta rescue: -46%[inhibitor]; D3 ag: -3; EPAC2 antagonist: 9%; D3 antag: -53*; TDP43 rescue: 1%; FUS suppressor: inconclusive

Results for CCOC(=O)N1CCN(S(=O)(=O)c2ccc(C(=O)Nc3ccc(F)cc3F)cc2)CC1 ?
EPAC2 ag: -4%; aSyn rescue: 3%; Abeta rescue: -7%; D3 ag: -19; EPAC2 antagonist: 10%; D3 antag: -77*; TDP43 rescue: -18%; FUS suppressor: 2%

Results for C=C(C)COc1ccc(-c2ncnc(C(F)(F)F)c2-c2ccccc2)c(O)c1 ?
EPAC2 ag: -6%; aSyn rescue: 8%; Abeta rescue: 19%; D3 ag: 11; EPAC2 antagonist: -16%; D3 antag: 24; TDP43 rescue: -14%; FUS suppressor: -1%

How did CC1=NS(=O)(=O)NC(C)(C)C1 do in these assays?
EPAC2 ag: 3%; aSyn rescue: -3%; Abeta rescue: 5%; D3 ag: 9; EPAC2 antagonist: 6%; D3 antag: 39; TDP43 rescue: 9%

Results for Cc1ccc(NC(=O)CNC(=O)Cc2cccc3ccccc23)nc1 ?
EPAC2 ag: 9%; aSyn rescue: -3%; Abeta rescue: 3%; D3 ag: 7; EPAC2 antagonist: -8%; D3 antag: -6; TDP43 rescue: 2%; FUS suppressor: 13%

What do the screens show for `CCC(C)[C@H](NC(=O)NCc1ccccc1)C(=O)O` (stereo not given in full)?
EPAC2 ag: 0%; aSyn rescue: 1%; Abeta rescue: 12%; D3 ag: 0; EPAC2 antagonist: -3%; D3 antag: 15; TDP43 rescue: -10%; FUS suppressor: 16%

What do the screens show for `CNC(=S)N(CCO)Cc1cc2cc3c(cc2[nH]c1=O)OCCO3`?
EPAC2 ag: 1%; aSyn rescue: -7%; Abeta rescue: -22%; D3 ag: 4; EPAC2 antagonist: -21%; D3 antag: -4; TDP43 rescue: -8%; FUS suppressor: -7%

What do the screens show for `O=C(CSc1nc2ccccc2nc1Cc1ccccc1F)Nc1cccc(C(F)(F)F)c1`?
Abeta rescue: -3%; D3 ag: 10; TDP43 rescue: -8%; FUS suppressor: -11%

Part of the list above in order of length of the SMILES, high to low.
How did COc1cc2c(cc1OC)C(c1ccc(F)cc1)N(c1ccc(F)cc1)C(=O)C2 (stereo not given) do in these assays?
Abeta rescue: -20%; D3 ag: -18; TDP43 rescue: 13%; FUS suppressor: 23%

Results for C=C(C)COc1ccc(-c2ncnc(C(F)(F)F)c2-c2ccccc2)c(O)c1 ?
EPAC2 ag: -6%; aSyn rescue: 8%; Abeta rescue: 19%; D3 ag: 11; EPAC2 antagonist: -16%; D3 antag: 24; TDP43 rescue: -14%; FUS suppressor: -1%

What do the screens show for `CCOC(=O)c1cnc2c(C)c(Cl)ccc2c1NCCc1ccc(OC)c(OC)c1`?
Abeta rescue: -17%; D3 ag: -4; TDP43 rescue: 16%; FUS suppressor: 13%

What do the screens show for `CNC(=S)N(CCO)Cc1cc2cc3c(cc2[nH]c1=O)OCCO3`?
EPAC2 ag: 1%; aSyn rescue: -7%; Abeta rescue: -22%; D3 ag: 4; EPAC2 antagonist: -21%; D3 antag: -4; TDP43 rescue: -8%; FUS suppressor: -7%

Results for Cc1ccc(NC(=O)CNC(=O)Cc2cccc3ccccc23)nc1 ?
EPAC2 ag: 9%; aSyn rescue: -3%; Abeta rescue: 3%; D3 ag: 7; EPAC2 antagonist: -8%; D3 antag: -6; TDP43 rescue: 2%; FUS suppressor: 13%

Source: PubChem
